Screening results as filed in PubChem.
A3A deaminase: inhibitors of human APOBEC3A DNA deaminase; recombinant A3A, FAM/TAMRA ssDNA deamination fluorescence; inhibition, % at 20 µM; actives 0.41% (n = 330,000); AID 493011;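 active means at least 40% inhibition at 20 µM here, with at most 30% in a related deaminase screen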;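 further: plate controls were A3A with DMSO for no effect and wells lacking A3A enzyme for full effect; some results filed as inactive read as strong as hits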
Target sequence (P31941 whole entry, looked up): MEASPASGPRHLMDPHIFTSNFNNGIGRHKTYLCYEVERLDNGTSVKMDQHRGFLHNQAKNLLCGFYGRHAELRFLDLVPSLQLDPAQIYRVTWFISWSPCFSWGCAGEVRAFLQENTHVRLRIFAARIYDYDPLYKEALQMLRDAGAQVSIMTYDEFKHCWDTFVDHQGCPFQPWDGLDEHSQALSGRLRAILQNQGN
MIN6 prolif: MIN6 beta-cell proliferation induction; actives 0.29% (n = 330,000); proliferation, % at 10 µM; MIN6 cells proliferation, ATPlite luminescence, 48 h; cells starved in 0.2% serum; 100% = growth in 10% serum;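 active means compounds whose signal lies at least 3.5 SD above the mean of all wells on their plate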;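 further: 0% = DMSO-treated cells in low-serum medium and 100% = 10% serum control; some compounds called inactive have numbers as strong as hits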
tim10-1 inh: inhibits growth of tim10-1 mutant yeast | inhibition, % at 20 µM | actives 2.2% (n = 330,000) | AID 463190 | S. cerevisiae tim10-1 ts strain growth, BacTiter-Glo, 24 h;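 active means inhibition of at least 40%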;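 further: mutant grown at 25 °C; 0% = DMSO wells with yeast and 100% = wells holding no yeast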
NLRP3 yeast inh: blocks the NALP3 inflammasome reconstituted in yeast; Yeast reconstituted NLRP3/ASC/caspase-1, beta-gal luminescence, 24 h; inhibition, % at 10 µM; actives 0.39% (n = 330,000);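 active means inhibition of 50% or more; inactive means inhibition below 50%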;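 further: plate controls were induced DMSO wells for no effect and uninduced yeast grown without galactose for full effect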
mIAP act: increases mouse intestinal alkaline phosphatase activity; muIAP, CDP-Star luminescence, 30 min; active compounds read high; 1 = vehicle-only enzyme signal, 0 = enzyme-free wells; activation factor at 10 µM; actives 0.24% (n = 330,000); AID 2805;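 active means activation factor of at least 2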; further: the source names both 10 and 20 µM as test concentration; values of inactives mirror those of a sister screen read the other way
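Assay system: mouse IAP enzyme; Reagent: CDP-Star chemiluminescent phosphatase substrate; Compound: DMSO-dissolved test compounds; Incubation: 30 min, room temperature; Technique: luminescence from enzymatic CDP-Star hydrolysis; Controls: DMSO-only wells and no-enzyme negative control.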
hIAP inh: blocks human intestinal alkaline phosphatase; inhibition, % at 10 µM; actives 0.12% (n = 330,000); purified IAP, CDP-Star luminescence, 30 min;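 active means inhibition reaching a set limit with compound at 10 µM in the primary screen, cut at about 35% in these data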;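 further: plate controls were DMSO wells with enzyme for no effect and no-enzyme buffer wells for full effect; values of inactives mirror those of a sister screen read the other way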
Target sequence (P09923 whole entry, looked up): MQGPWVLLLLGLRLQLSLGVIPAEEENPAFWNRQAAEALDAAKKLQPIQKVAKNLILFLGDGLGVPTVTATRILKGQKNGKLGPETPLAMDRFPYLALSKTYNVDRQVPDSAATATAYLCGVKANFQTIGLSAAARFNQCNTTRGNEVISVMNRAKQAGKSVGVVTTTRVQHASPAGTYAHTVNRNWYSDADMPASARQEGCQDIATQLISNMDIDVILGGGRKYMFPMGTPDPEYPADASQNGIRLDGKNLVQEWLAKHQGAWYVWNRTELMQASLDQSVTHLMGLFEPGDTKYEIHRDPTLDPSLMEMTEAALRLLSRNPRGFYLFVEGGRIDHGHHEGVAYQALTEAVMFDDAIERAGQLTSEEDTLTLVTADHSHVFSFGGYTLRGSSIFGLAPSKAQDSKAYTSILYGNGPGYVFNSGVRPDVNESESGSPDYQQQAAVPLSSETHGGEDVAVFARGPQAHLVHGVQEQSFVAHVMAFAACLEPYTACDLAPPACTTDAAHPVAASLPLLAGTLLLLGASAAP
TIM10 inh: inhibits growth of TIM10 yeast strain. inhibition, % at 10 µM. actives 1.4% (n = 330,000). S. cerevisiae TIM10 strain growth, BacTiter-Glo luminescence, 24 h. AID 463195;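 active means inhibition of 40% or more at the single tested concentration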;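 further: wild-type TIM10 isogenic control strain grown at permissive 25 °C; 0% = DMSO yeast wells and 100% = minimal medium wells without yeast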
APOBEC3G inh: blocks human APOBEC3G single-stranded DNA deamination | inhibition, % at 20 µM | recombinant A3G, ssDNA deamination FAM/TAMRA fluorescence | Q9HC16 | actives 0.28% (n = 330,000) | AID 493012;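 active means inhibition of at least 40% at 20 µM, with no more than 30% in the related APOBEC3A deaminase screen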;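 further: plate controls were DMSO wells with A3G for no effect and wells lacking A3G enzyme for full effect; some compounds called inactive have numbers as strong as hits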
mIAP inh: blocks mouse intestinal alkaline phosphatase | actives 0.2% (n = 330,000) | purified mouse IAP, CDP-Star luminescence, 30 min | inhibition, % at 10 µM;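 active means inhibition of at least 40% at 10 µM in the primary screen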;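 further: plate controls were DMSO with enzyme for no effect and no enzyme wells for full effect; values of inactives mirror those of a sister screen read the other way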
Starred values were filed as active, the others as inactive. Rows are unselected; any-hit rate near 4.6%.

SMILES | A3A deaminase | MIN6 prolif | tim10-1 inh | NLRP3 yeast inh | mIAP act | hIAP inh | TIM10 inh | APOBEC3G inh | mIAP inh
c1ccc(Cc2ccc(OCCN3CCOCC3)cc2)cc1 | -3 | 0 | -84 | 21 | 0.96 | 16 | -46 | -4 | 4
O=C(c1nc2ccccn2c1CNCCn1ccc2ccccc21)N1CCOCC1 | -1 | -1 | 1 | -4 | 1 | -1 | 8 | -9 | -1
Cc1ccccc1NC(=O)/C(C#N)=C/c1ccccc1C(F)(F)F | 5 | 0 | 58* | 18 | 0.98 | 1 | 56* | -4 | 2
Cc1c(Cl)cccc1NC(=O)CC(NCCN1CCOCC1)C(=O)O (stereo not given) | -2 | -3 | 11 | 5 | 0.96 | 0 | -6 | -5 | 4
CCOc1ncccc1C(=O)OCC(=O)N1CCN(S(=O)(=O)c2ccccc2)CC1 | -1 | 0 | 9 | 1 | 0.95 | -2 | -6 | -5 | 5
CCC(C)NS(=O)(=O)c1ccc(NC(=O)CCC2CCCCC2)cc1 (stereo not given) | 2 | 2 | 12 | 7 | 1.2 | -18 | 4 | -1 | -19
Cc1cc(C)cc(Nc2ccc(C(=O)O)cc2[N+](=O)[O-])c1 | -4 | 1 | 3 | 18 | 0.93 | 21 | 10 | -7 | 7
COc1ccc(CNC(=O)c2ccc3c(=O)n4c(nc3c2)CCCCC4)cc1OC | -1 | -2 | 7 | 9 | 1.1 | -11 | -1 | -2 | -5
COc1ccc(NC(=O)c2c(-c3ccccc3)noc2C)c(OC)c1 | 4 | 2 | 26 | 15 | 0.97 | 12 | 9 | 0 | 3
Cc1nonc1OCCNCc1c(C(=O)N2CCCCCCC2)nc2ccc(Cl)cn12 | 0 | 0 | 26 | 1 | 0.84 | -1 | 13 | -13 | 16
CN(Cc1nc(-c2cnccn2)no1)CC1CCN(Cc2ccccc2)CC1 | 2 | 2 | -10 | 18 | 0.91 | -7 | 4 | -2 | 9
Cc1ccc(-c2nc(C)sc2CC(=O)Nc2nnc(C)s2)cc1 | -8 | -2 | 12 | -5 | 1.2 | -14 | -3 | 2 | -17
COc1ccccc1NC(=O)C1CC(C(C)C)OC1=O (stereo not given) | -3 | -1 | 9 | 4 | 1 | 12 | 12 | -5 | 0
O=C(COC(=O)c1ccco1)NC12CC3CC(CC(C3)C1)C2 | 0 | 3 | -1 | 3 | 1 | 4 | -7 | -1 | 0
NC(=O)c1ccc(NC(=O)COC(=O)c2ccccc2Nc2ccccc2)cc1 | 1 | -2 | 7 | 10 | 1.1 | -12 | -1 | -8 | -12
O=C(NCc1ccccn1)c1ccccc1-c1ccccc1 | -4 | 0 | 16 | 3 | 0.99 | 2 | 15 | -8 | 1
CCCC(O)(c1ccc(OC)cc1)C(CN1CCOCC1)c1ccccc1 (stereo not given) | -4 | -1 | 32 | -3 | 1 | -10 | 16 | -5 | -3
O=C1CSC(=S)N1c1cccc(F)c1 | 11 | -5 | 15 | 21 | 0.77 | -16 | 10 | 2 | 23
C=CCc1cc(Cl)ccc1OCCCNC(C)C | 2 | -2 | 11 | 14 | 1 | 8 | 4 | 7 | -4
O=C(O)CCCNc1n[nH]c(=O)[nH]c1=O | 3 | 1 | 5 | 13 | 0.98 | -4 | 2 | -7 | 2

6 entries from above, arranged by SMILES length, largest number first:
SMILES | A3A deaminase | MIN6 prolif | tim10-1 inh | NLRP3 yeast inh | mIAP act | hIAP inh | TIM10 inh | APOBEC3G inh | mIAP inh
CCC(C)NS(=O)(=O)c1ccc(NC(=O)CCC2CCCCC2)cc1 (stereo not given) | 2 | 2 | 12 | 7 | 1.2 | -18 | 4 | -1 | -19
COc1ccc(NC(=O)c2c(-c3ccccc3)noc2C)c(OC)c1 | 4 | 2 | 26 | 15 | 0.97 | 12 | 9 | 0 | 3
Cc1c(Cl)cccc1NC(=O)CC(NCCN1CCOCC1)C(=O)O (stereo not given) | -2 | -3 | 11 | 5 | 0.96 | 0 | -6 | -5 | 4
Cc1ccc(-c2nc(C)sc2CC(=O)Nc2nnc(C)s2)cc1 | -8 | -2 | 12 | -5 | 1.2 | -14 | -3 | 2 | -17
O=C(O)CCCNc1n[nH]c(=O)[nH]c1=O | 3 | 1 | 5 | 13 | 0.98 | -4 | 2 | -7 | 2
O=C1CSC(=S)N1c1cccc(F)c1 | 11 | -5 | 15 | 21 | 0.77 | -16 | 10 | 2 | 23

Next part:
SMILES | A3A deaminase | MIN6 prolif | tim10-1 inh | NLRP3 yeast inh | mIAP act | hIAP inh | TIM10 inh | APOBEC3G inh | mIAP inh
Cn1c(=O)c2c(nc(CN3CCOCC3)n2CCN2CCOCC2)n(C)c1=O | 3 | -2 | 7 | 12 | 0.98 | 0 | -5 | -3 | 2
Cc1ccc(SCC(=O)Nc2cccc(C)c2)cc1 | -1 | -1 | -8 | 46 | 1.2 | 8 | 12 | -10 | -16
COc1cc(NC(=O)[C@H](C)NC(=O)N2CCn3c2nc2ccccc23)cc(OC)c1 | -4 | 2 | 22 | 6 | 1.1 | -52 | 10 | -4 | -10
COCCn1c(SCC(=O)NCC2CCCO2)nc2c(c1=O)SCC2 (stereo not given) | 6 | 0 | -1 | 24 | 1.1 | 35 | -2 | 10 | -10
O=C(Cn1cc(SCc2ccccc2Cl)c2ccccc21)N1CCOCC1 | -1 | 0 | 24 | 16 | 0.96 | 11 | 15 | -1 | 4
Cc1cc(N=NC(=O)c2ccccc2)ccc1O | -1 | -6 | 5 | 14 | 1 | -1 | 2 | -7 | -1
COc1ccc(NC(=O)COc2ccc(/C=N/O)cc2OC)cc1 | -11 | -4 | 5 | 12 | 1.1 | -5 | -9 | -6 | -13
CCOCCCNC(=O)C(NC(=O)c1ccc(=O)[nH]c1)c1ccc(Cl)cc1 (stereo not given) | -1 | -1 | -12 | 2 | 0.87 | 20 | -7 | -5 | 13
CC(C)CCNC(=O)NC(=O)CN1C(=O)NC2(CCCCC2)C1=O | 3 | -2 | 18 | 2 | 0.92 | 9 | 9 | 4 | 8
O=C(NC1CCCCC1)NC1CCN(S(=O)(=O)c2ccc3c(c2)OCCO3)CC1 | 0 | 0 | 9 | -6 | 1 | 2 | 3 | -1 | -1
Cc1occc1-c1nnc(SCC(=O)c2ccc(F)cc2)o1 | 3 | -2 | 10 | 24 | 0.95 | -14 | 13 | 0 | 5
Cc1ccc(NC(=O)c2ccco2)c(NC(=O)c2ccccc2C)c1 | -2 | 2 | 6 | 10 | 0.99 | 1 | 6 | -11 | 1
c1ccc(-c2nnc(OCc3cccnc3)c3ccccc23)cc1 | -4 | 0 | -16 | 26 | 0.94 | -4 | -64 | -5 | 6
O=c1[nH]c(C2CCCN(S(=O)(=O)c3ccccc3)C2)nc2c1nnn2Cc1ccccc1F (stereo not given) | 0 | -1 | -19 | 3 | 0.94 | -8 | -18 | -4 | 6
COc1ccc(N(S(=O)(=O)c2ccccc2)S(=O)(=O)c2ccccc2)c(N)c1 | 1 | 2 | 34 | 12 | 1 | 0 | 17 | -1 | -1
Cc1ccc(S(=O)(=O)c2c(C)cc(C)nc2Cl)cc1 | -1 | 1 | 10 | 27 | 0.96 | -13 | 1 | -6 | 4
COc1ccc2[nH]c(=O)c(CN(C3CCCCC3)C(c3nnnn3Cc3ccco3)C(C)C)cc2c1 (stereo not given) | 2 | -4 | 41* | 22 | 0.77 | -11 | 20 | 30 | 23
O=S1(=O)N=C(N/N=C/c2ccccn2)c2ccccc21 | 0 | -1 | 5 | 9 | 1.1 | 5 | -9 | -3 | -7
O=S(=O)(c1cccc(S(=O)(=O)N2CCN(c3ncccn3)CC2)c1)N1CCOCC1 | 2 | 2 | 25 | 18 | 1.1 | -2 | 28 | 2 | -6
CCOC(=O)CC1=C(C(=O)OCC)C(c2cccs2)C(C#N)=C(N)O1 (stereo not given) | 1 | -1 | 21 | 1 | 1 | -13 | 3 | 0 | -2

Just TIM10 inh (four entries from above):
SMILES | TIM10 inh
O=C(NCc1ccccn1)c1ccccc1-c1ccccc1 | 15
Cc1occc1-c1nnc(SCC(=O)c2ccc(F)cc2)o1 | 13
Cc1ccc(NC(=O)c2ccco2)c(NC(=O)c2ccccc2C)c1 | 6
COc1ccc2[nH]c(=O)c(CN(C3CCCCC3)C(c3nnnn3Cc3ccco3)C(C)C)cc2c1 (stereo not given) | 20

(next part)
SMILES | A3A deaminase | MIN6 prolif | tim10-1 inh | NLRP3 yeast inh | mIAP act | hIAP inh | TIM10 inh | APOBEC3G inh | mIAP inh
Cc1c(C(=O)OCC(C)C)[nH]c2c1C(=O)CC(c1cccs1)C2 (stereo not given) | 1 | -3 | 16 | 23 | 1 | -2 | 10 | -4 | 0
CCc1ccc2[nH]c(=O)c(C(c3nnnn3CCOC)N3CCN(c4ccccc4)CC3)cc2c1 (stereo not given) | -6 | -2 | -18 | 12 | 0.87 | 1 | 3 | -9 | 13
O=C(C(c1ccccc1)c1ccccc1)N1CCN(Cc2ccco2)CC1 | -6 | -2 | 32 | 12 | 1 | -9 | 27 | -10 | 0
CCCNC(=O)c1n[nH]c2c1CC(C(C)(C)CC)CC2 (stereo not given) | -3 | 8 | 37 | 10 | 1.2 | -38 | 24 | -11 | -24
Cc1c(O)ccc2c(O)c(NC(=O)c3ccc4c(c3)CCC(C)(C)O4)c(=O)oc12 | -3 | -3 | 15 | 4 | 1 | -6 | 3 | -6 | 0
Cc1ccc(NC(=O)CN(C)C2CCCCC2)cc1Br | 1 | -4 | 8 | 19 | 1.1 | 2 | -3 | 11 | -13
O=C(NC(=S)Nc1nc(-c2cccc([N+](=O)[O-])c2)cs1)c1ccccc1Cl | -2 | -5 | 20 | 12 | 0.93 | -8 | 21 | -4 | 7
O=C(Cc1ccccc1)NC(Nc1ccccc1)C(Cl)(Cl)Cl (stereo not given) | 3 | 1 | 30 | 11 | 1.1 | -5 | 5 | -2 | -12
CC(=O)c1c(C)nn(CC(O)COc2ccc3c(c2)CCC3)c1C (stereo not given) | -2 | -2 | 15 | 10 | 1.1 | -1 | 15 | 1 | -11
COc1ccc(CN2CCNC(=O)C2CC(=O)NCCc2c[nH]c3ccccc23)c(OC)c1 (stereo not given) | -3 | 1 | -4 | 24 | 0.98 | -3 | 15 | -4 | 2
c1ccc(-c2cc3n(c2)CCc2ccccc2-3)cc1 | -2 | -2 | 42* | -2 | 1 | 1 | 25 | 10 | 0
COc1ccc(C2CC(c3ccc4ccccc4c3)=NN2C(=O)CN2C(=O)CCC2=O)cc1 (stereo not given) | 1 | -4 | 14 | 12 | 1 | -8 | 18 | -2 | -3
NC(=O)C1CCN(c2oc(-c3ccccc3F)nc2S(=O)(=O)c2ccc(Cl)cc2)CC1 | -3 | -1 | -1 | 18 | 0.91 | 1 | -4 | -5 | 9
